# Rat MKP-3 inhibitors – inhibition of rat DUSP6 enzyme activity – biochemical, in vitro, primary screen (AID 425) | recombinant MKP-3 phosphatase activity, fluorescence; higher % means a stronger effect | inhibition, % at 20 µM, or IC50 in µM where a hit was titrated | 110,000 compounds, 0.17% hits; in the data active = inhibition above about 50%;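 also: plate controls were vehicle for no effect and reference inhibitor for full effect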
# Hsp70 inhibitors – Hsp70 inhibitors, probe displacement, primary screen, biochemical, fluorescence polarization (AID 583); Hsp70 fluorescence polarization probe displacement, mP; higher % means a stronger effect; 140,000 compounds, 0.06% hits; displacement, % at 20 µM; hits with a dose series show IC50 in µM; in the data active = displacement above about 50%;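 also: plate controls were vehicle for no effect and reference ligand for full effect; a part of the inactive calls stands beside numbers as strong as those of hits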
# Active calls of the source: *; x = no result given; & = joins results of further samples. Some of the compounds tested, so the mix of outcomes need not match the whole.
# Sample of the layout (3 entries):
Rat MKP-3 inhibitors | Hsp70 inhibitors | canonical_smiles
3.0% | -0.2% | Cc1ccc(OCCOCCOc2ccc(Br)cc2/C=N\NC(=O)c2ccncc2)cc1
0.1% | 1.8% | COc1cccc(-c2nc(CS(=O)(=O)CC(=O)N3CCN(C)CC3)c(C)o2)c1
1.2% | 4.3% | CCOC(=O)c1c(NC(=O)Nc2ccccc2)sc2c1CCCCCC2

# The whole of this part, from the start:
Rat MKP-3 inhibitors | Hsp70 inhibitors | canonical_smiles
3.0% | -0.2% | Cc1ccc(OCCOCCOc2ccc(Br)cc2/C=N\NC(=O)c2ccncc2)cc1
0.1% | 1.8% | COc1cccc(-c2nc(CS(=O)(=O)CC(=O)N3CCN(C)CC3)c(C)o2)c1
1.2% | 4.3% | CCOC(=O)c1c(NC(=O)Nc2ccccc2)sc2c1CCCCCC2
-10.6% | 5.4% | CCCc1[nH]nc2c1C1(C(=O)N(C(C)C)c3ccccc31)C(C#N)=C(N)O2 (stereo not given)
4.1% | 1.1% | O=C1C(=O)N(c2nccs2)C(c2cccc(Cl)c2)/C1=C(\O)c1ccc(Cl)cc1 (stereo not given)
1.5% | -2.3% | c1ccc(Cn2c(-c3cccs3)nc3nc4ccccc4nc32)cc1
4.8% | -1.8% | N#Cc1c(N)nc2c(c1N)CC(=O)N2c1ccccc1-c1ccccc1
3.6% | -2.0% | COC(=O)CCN(C(=O)c1ccc(F)cc1)c1ccccn1
0.0% | -2.2% | Cn1c(NCCCO)nc2c1c(=O)n(Cc1ccccc1F)c(=O)n2C
-6.8% | 0.3% | O=C(CN1CCC(O)(c2ccc3c(c2)OCO3)CC1)N1CCOCC1
-0.4% | -0.2% | Cc1ccc([N+](=O)[O-])cc1Cc1ccc(Cl)cc1
1.8% | -2.6% | COc1ccc(C2=CC=C(c3ccc(OC)cc3)C2)cc1
-1.8% | -12.1% | COc1cc(/C=C2/SC(=S)NC2=O)ccc1OCc1ccc(I)cc1
x | 0.5% | CC1(C)Cc2c(sc(NC(=O)C(C)(C)C)c2C#N)C(C)(C)N1
-6.3% | -7.5% | Cc1cc(C(=O)OCC(=O)Nc2cc(C(F)(F)F)ccc2N2CCOCC2)c(C)o1
2.4% | 4.0% | Clc1ccc(-c2noc(COc3ccc4ccccc4c3)n2)cc1
2.4% | x | CC(C)CCNC(=O)c1ccccc1[N+](=O)[O-]
1.5% | -3.1% | Cc1cc(NC(=O)c2cncc(Br)c2)n(-c2ccccn2)n1
0.2% | 3.0% | Nc1nnc(N2CCc3ccccc32)s1
-7.3% | x | COc1cc(NS(=O)(=O)c2ccc(NC(=O)COc3ccccc3Cl)cc2)nc(OC)n1
-4.5% | -4.8% | COc1cc(C=Nc2ccc(S(N)(=O)=O)cc2)ccc1O
9.6% | 2.8% | CCC(C)C(NC(=O)C1CCC(C)CC1)C(=O)NC(C(=O)OC)C(C)C (stereo not given)
x | -1.3% | CCc1c(C)c2c(C)nn(-c3ccccc3)c2oc1=O
0.2% | 5.7%&3.9% | Cc1cc(=O)c2cc(Br)ccc2[nH]1
x | 4.8% | Cc1ccc(C(=O)c2cc3ccccc3o2)cc1C
3.6% | -4.4% | CCCCOP(=O)(OCCCC)C(Nc1ccccc1)c1ccc(OC)cc1 (stereo not given)
-0.5% | -2.1% | COc1ccc(C(=O)NNC(=O)c2ccc(OC)cc2OC)cc1
-5.2% | x | Cc1cccc(N(CC(=O)NC2CCCC2)C(=O)CCCC(=O)Nc2ccccn2)c1
x | -0.5% | CCOc1cc(CO)c(Br)cc1OCC(=O)O
x | -6.2% | CCOC(=O)/C(=N\NC(=O)c1ccccc1)c1ccccc1
4.5% | x | Cc1ccc(S(=O)(=O)NC(=O)N2CCc3ccccc32)cc1
-2.5% | -0.7% | COC(=O)c1ccc(OCC(O)Cn2nnc3ccccc32)cc1 (stereo not given)
-0.2% | -1.8% | CC(=O)c1cccc(NC(=O)Cn2cc3c(n2)CCCC3)c1
0.8% | -0.1% | CCOc1cc(/C=N\NC(=O)CNc2ccccc2C)cc(I)c1O
-3.1% | -1.6% | O=C(c1ccc(OCc2ccccc2)cc1)N1CCN(c2ccc([N+](=O)[O-])cc2)CC1
-5.6% | 2.0% | O=C(Nc1ccc(-n2nncc2-c2ccco2)cc1)c1cccc(F)c1
-16.6% | 1.6% | COc1ccc(Cl)cc1NC(=O)CN(c1ccccc1)S(=O)(=O)N(C)C
-1.8% | 3.3% | Cc1csc(SCC(=O)N2CCN(S(=O)(=O)c3ccc(Cl)cc3)CC2)n1
1.6% | -2.7% | O=C(COc1ccc2ccccc2c1)NCc1ccc(Cl)cc1
-0.3% | 0.4% | COc1ccccc1N1CCN(/N=C(\C)c2ccncc2)CC1

# A stretch from the list above, as a working copy:
Rat MKP-3 inhibitors | Hsp70 inhibitors | canonical_smiles
1.6% | -2.7% | O=C(COc1ccc2ccccc2c1)NCc1ccc(Cl)cc1
-0.3% | 0.4% | COc1ccccc1N1CCN(/N=C(\C)c2ccncc2)CC1

# Additional compounds follow:
Rat MKP-3 inhibitors | Hsp70 inhibitors | canonical_smiles
1.8% | -1.6% | Cc1cc2nc(-c3ccc(C)c(NC(=O)c4ccc([N+](=O)[O-])cc4Cl)c3)oc2cc1C
-4.6% | 6.2% | Cc1ccc(NC(=O)c2cnccn2)c(OC(F)F)c1
-9.6% | 0.3% | CC1(C)Cc2c(c(N3CCCC3)nc3sc4c(N5CCN(CCO)CC5)ncnc4c23)CO1
x | -3.7% | COc1ccc(CC(=O)n2nc(-c3ccc(Cl)cc3)nc2NCc2ccco2)cc1
12.1% | -107.5% | O=C(O)CCN1C(=O)/C(=C/c2ccc(-c3ccc(Cl)cc3)o2)SC1=S
8.4% | 5.5% | CCc1noc(C)c1C(=O)N1CC(C)OC(C)C1 (stereo not given)
0.4% | 0.6% | CCc1ccc(C2(c3ccc(CC)cc3)CC2C(=O)Nc2nccs2)cc1 (stereo not given)
x | -0.8% | CC(C)OCCCN1CN(S(=O)(=O)c2ccc(Cl)cc2)c2nc3ccccc3nc21
5.8% | 7.2% | O=C(Nc1ccccc1C(F)(F)F)N1CCC(N2CCCCC2)CC1
3.3% | 0.0% | CN(C)CCNC(=O)/C(=N\O)c1ccccn1
0.0% | 4.6% | CCC(=O)N1N=C(c2cccc([N+](=O)[O-])c2)CC1c1ccc(OC)cc1 (stereo not given)
x | -2.4% | CC(=O)C1C(c2ccc(F)c(F)c2)NC(=O)NC1(O)C(F)(F)F (stereo not given)
0.2% | -5.7% | CCCc1nnc(NC(=O)c2cccc(OCC)c2)s1
-3.1% | 5.5% | CCOC(=O)Cn1nnnc1C(CC)N(Cc1cccs1)Cc1cc2ccc(OC)cc2[nH]c1=O (stereo not given)
2.0% | -2.0% | Cc1nnc(Nc2ccccc2O)c2ccccc12
-14.0% | 2.1% | C=CCn1c(CNC(=O)c2ccccc2C)nnc1SCC(=O)NC1CCCC1
x | -2.2% | CC(=O)Nc1nc2ccccc2n1CCN1CCOCC1
1.4% | 1.5%&-0.7% | CCOC(=O)c1ccc(N2C(=O)C=CC2=O)cc1
2.2% | 7.6% | Cc1ccc(N=Cc2cc(Cl)cc(Cl)c2O)cc1F
-8.0% | -1.9% | COc1ccccc1Nc1nc(C)cc(C)c1C(N)=O

# Three entries already listed, ordered by count of non-hydrogen atoms, rising.
Rat MKP-3 inhibitors | Hsp70 inhibitors | canonical_smiles
1.4% | 1.5%&-0.7% | CCOC(=O)c1ccc(N2C(=O)C=CC2=O)cc1
0.0% | -2.2% | Cn1c(NCCCO)nc2c1c(=O)n(Cc1ccccc1F)c(=O)n2C
-3.1% | -1.6% | O=C(c1ccc(OCc2ccccc2)cc1)N1CCN(c2ccc([N+](=O)[O-])cc2)CC1

# (list continues)
Rat MKP-3 inhibitors | Hsp70 inhibitors | canonical_smiles
-2.9% | 4.5% | O=C(Cn1ccsc1=NC(=O)c1ccco1)c1ccccc1
x | 6.5% | CN(CC(O)COc1ccc(S(=O)(=O)N2CCOCC2)cc1)C1CCCCC1 (stereo not given)
2.9% | -2.5% | COc1cccc(-c2nnc(-c3ccc(Br)o3)o2)c1
x | 1.5% | CCOC(=O)C1=C(N)Oc2c(c(=O)[nH]c3ccccc23)C1c1ccccc1 (stereo not given)
-1.8% | 0.8% | Cc1cc(C)n(-c2nc(Nc3ccccc3C(F)(F)F)nc(-n3nc(C)cc3C)n2)n1
-3.5% | 2.3% | CCC(C)[C@H](NC(=O)NCC1CCCO1)C(=O)OC (stereo not given in full)
x | -1.8% | O=C(O)C1CC(c2ccccc2)=NO1 (stereo not given)
-6.4% | 4.2% | CN1CC(=O)N(CC(=O)Nc2ccc(F)cc2)c2ccccc2C1=O
x | 0.7% | Cc1cc(C)n(-c2nnc(C)n2NC(=O)c2cccc(Cl)c2)n1
-5.8% | 0.8% | CCOC(=O)N1CCC(NC(=O)Cn2c3ccccc3c3cn[nH]c(=O)c32)CC1
x | -2.1% | Cc1ccc(NC(=O)CSc2n[nH]c(-c3ccncc3)n2)cc1C
x | 1.2% | Cc1ccc2c(c1)c(C)c(C)n2CC(O)CN1CCOCC1 (stereo not given)
x | 2.3% | Cc1ccc(C(=O)N/C(=C/c2ccco2)C(=O)Nc2cccc(C)c2)cc1
x | 5.3% | Cc1ccc(N2C(=O)CC(Sc3ncn[nH]3)C2=O)cc1 (stereo not given)
-7.4% | -1.9% | CCCc1ccc(OCc2ccc(C(=O)N3CCN(c4ccccn4)CC3)o2)c(OC)c1
x | 0.4% | CC(/C=C/c1cccs1)=C\C(=O)O
x | 1.4% | Cc1ccc(C)c(NC(=O)CS(=O)(=O)c2cn(C)c3ccccc23)c1
2.8% | 3.8% | CCOc1ccc(C(=O)Nc2ccc3nn(-c4ccc(OCC)cc4)nc3c2)cc1
-6.7% | -7.2% | COc1ccc(S(=O)(=O)N(CCCN2CCOCC2)Cc2ccc(OC)c(OC)c2)cc1
x | -0.1% | O=C(C1=C(O)C(=O)N(Cc2ccco2)C1c1ccccc1)c1cccs1 (stereo not given)
x | 3.6% | Cc1cccc(C(C)(C)C)c1OCCCCN1CCCC1
5.0% | 6.6% | COc1cc(C(=O)O)c(-n2c(C)ccc2C)cc1OC
-0.2% | -1.2% | CCCc1cc(=O)[nH]c(SCC(=O)N2CCN(c3ccc(F)cc3)CC2)n1
-9.6% | 3.4% | Cc1cc2n(n1)C(c1ccccc1)Nc1ccccc1-2 (stereo not given)
-0.3% | 1.4% | COc1ccc(NC(=O)c2oc3ccc(S(=O)(=O)N4CCC5(CC4)OCCO5)cc3c2C)cc1
5.8% | -1.6% | C=CCc1cccc2cc(C(=O)Nc3cccc(C(C)=O)c3)c(=O)oc12
-11.3% | -4.9% | CN(CC(=O)NCCC1=CCCCC1)S(=O)(=O)c1ccc2c(c1)CCC(=O)N2
2.9% | -2.4% | CCOc1ccc2ccccc2c1C=C1C(=O)NC(=S)NC1=O
11.5% | -3.0% | COC(=O)c1ccc(/C=N/NC(=O)CSc2nnc(-c3ccccc3)n2-c2ccccc2)cc1
3.3% | -4.1% | NC1=NC(=O)/C(=C/c2cccc(OCc3cccc4ccccc34)c2)S1
-15.6% | 0.1% | Cc1ccc(NC(=O)COC(=O)CN2CSCC2=O)cc1C
4.5% | 4.4% | CS(=O)(=O)N1CCCC(C(=O)NCCCN2CCc3ccccc3C2)C1 (stereo not given)
-10.6% | 0.5% | COc1ccccc1C1CC(=O)Nc2cc3c(cc21)OCCO3 (stereo not given)
-12.5% | 0.6% | O=C(O)C(c1ccccc1)C1(O)CCCC1 (stereo not given)
1.2% | 0.7% | Cc1ccc(C(=O)c2ccc(Br)cc2)cc1S(=O)(=O)Nc1ccc(Cl)cn1
3.5% | 0.9% | COc1cc(/C=N/NS(=O)(=O)c2ccc(Cl)cc2)cc(OC)c1OC
x | 0.7% | CCOC(=O)c1c(NCC2CCCO2)c2ccccc2[nH]c1=O (stereo not given)
-14.0% | 5.2% | Cn1c(=O)c2c(ncn2CCCc2ccccc2)n(C)c1=O
-2.6% | 5.9% | CCN1C(=O)/C(=C\c2ccco2)SC1=S
5.4% | 3.6% | O=C(COc1ccc(I)cc1)Nc1ccc2c(c1)oc1ccccc12
1.1% | -5.3% | O=c1[nH]c(CN2CCC(c3nc4ccccc4s3)CC2)nc2sc3c(c12)CCC3
-0.1% | 0.4% | COc1ccc(CC(=O)NNC(C)=O)cc1OC
-1.3% | 1.5% | COc1cc2c(cc1OC)CC1(CCCC1)N=C2
-2.3% | -1.3% | CC1(C)Cc2c(C#N)c(SCc3nc4ccccc4[nH]3)nc(N3CCOCC3)c2CO1
-10.3% | -1.6% | COc1cccc(N2C(=O)CC(N3CCC(C(N)=O)(N4CCCCC4)CC3)C2=O)c1 (stereo not given)
x | 8.2% | Cc1ccccc1Sc1ncnc2onc(C)c12
x | -2.8% | c1ccc(Cn2c(CNc3nc4ccccc4n3CCN3CCCCC3)nc3ccccc32)cc1
-5.2% | -2.1% | Cc1cccc(-c2c3c(=O)n(C)c(=O)n(C)c3cn2-c2ccc(O)cc2)c1
-12.2% | -2.3% | O=C(OCC(=O)c1c[nH]c2ccccc12)c1ccco1
0.8% | 5.3% | CC1=C(C(=O)Nc2ccc(Cl)cc2)C(c2ccc(Br)cc2)NC(=S)N1 (stereo not given)
2.2% | 0.5% | COc1ccc(-c2nc(SCC(=O)c3ccccc3)n[nH]2)cc1
-1.4% | 6.0% | O=C(NCCC1=CCCCC1)c1ccc(=O)oc1
-1.6% | 3.3% | CCN(CC)C(=O)C1=C(C)Nc2nnnn2C1c1cccnc1 (stereo not given)

# Part of the list above, with each value named:
CC1=C(C(=O)Nc2ccc(Cl)cc2)C(c2ccc(Br)cc2)NC(=S)N1 (stereo not given)
  Rat MKP-3 inhibitors: 0.8%; Hsp70 inhibitors: 5.3%
c1ccc(Cn2c(CNc3nc4ccccc4n3CCN3CCCCC3)nc3ccccc32)cc1
  Rat MKP-3 inhibitors: x; Hsp70 inhibitors: -2.8%

# From PubChem
